# Tb PGK inh – T. brucei PGK inhibition; P07378; 380,000 compounds, 0.043% hits; PGK/GAPDH coupled, Kinase-Glo luminescence, 60 min; Potency, µM (doses to about 57.5 µM), without a hit: top-dose activity change, negative = inhibition, usual class: inhibitors; further: potency means the concentration at half of the fitted maximal effect; on the % scale 0 is the no-effect control and ±100 the full control effect; nearly all actives have a fitted effect of over 60% in size
#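 Luminescent ATP detection (Kinase-Glo Plus) follows a 60-minute room-temperature incubation, with wells lacking PGK as controls. Buffer: 100 mM TEA (pH 7.6), 5 mM MgCl2, 0.01% Tween-20. Coupling enzyme GAPDH (100 nM final) supplies unstable 1,3-BPG in-well.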
# GLS inhibitor – inhibitors of human glutaminase (GLS); Potency, µM (titrated, usually from 45.5 µM), for the others: at the top dose activity change, negative = inhibition, hits mostly inhibitors; AID 624170; 410,000 compounds, 0.21% hits; GLS enzymatic activity, qHTS titration; O94925; further: potency means the concentration at half of the fitted maximal effect; on the % scale 0 is the no-effect control and ±100 the full control effect
#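 hKGA in 45 mM KH2PO4 pH 8.2, 0.02% Tween-20 with pin-transferred compounds; 1 mM L-glutamine (stock) plus glutamate oxidase/HRP/Amplex Red coupling added. Fluorescence read initially and after 30 min at RT.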
# HP1b binding inh – inhibitors of HP1-beta chromodomain binding to methylated histone tails | P83916 | AlphaScreen HP1-beta / biotin-H3K9me3 peptide binding | Potency, µM (highest dose often 114 µM), for the others: at the top dose activity change, negative = inhibition, actives largely listed as inhibitors | 390,000 compounds, 0.56% hits | AID 540317; further: potency means the concentration at half of the fitted maximal effect; nearly all actives have a fitted effect of over 70% in size; inactives centre near 23
#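 AlphaScreen: HP1-beta (50 nM) preformed 30 min with biotin-H3(1-18)K9me3 peptide (50 nM) in PBS pH 7.4, 0.01% Tween-20. Compound added for 30 min at RT, then streptavidin donor/nickel chelate acceptor beads (10 ug/mL) for 30 min.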
# G9a inh – G9a (human) methyltransferase inhibition; Q96KQ7; G9a H3K9 monomethylation, AlphaScreen, 2 h; Potency, µM (series often up to 102 µM), for the others: at the highest dose activity, negative = inhibition, hits mostly inhibitors; 350,000 compounds, 8.8% hits; AID 504332; further: potency means the concentration at half of the fitted maximal effect; on the % scale 0 is the no-effect control and ±100 the full control effect; nearly all actives have a fitted effect of over 75% in size
#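 Chemiluminescent proximity detection of H3K9 monomethylation, read after 10 min bead incubation in the dark. Reaction: 20 nM G9a, 500 nM biotin-H3K9 peptide, 20 uM SAM cofactor, 2 h, room temperature, following 15 min enzyme-compound preincubation.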
# BAZ2B block – inhibitors of human BAZ2B bromodomain; AlphaScreen BAZ2B-H3K14Ac peptide displacement; Potency, µM (series often up to 114 µM), without a hit: top-dose activity change, negative = inhibition, actives largely listed as inhibitors; 360,000 compounds, 4.4% hits; AID 504333; Q9UIF8; further: potency means the concentration at half of the fitted maximal effect; on the % scale 0 is the no-effect control and ±100 the full control effect; nearly all actives have a fitted effect of over 60% in size
#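 Multi-concentration screen (max 110 uM) measuring displacement of acetylated histone H3 peptide from BAZ2B by AlphaScreen, using 50 nM protein, 50 nM peptide and 10 ug/mL streptavidin donor plus Ni-chelate acceptor beads.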
# PI4K2A inh – blocks human PI4K2A kinase activity; Q9BTU6; purified PI4K2A, ADP-Glo luminescence, 1 h; stronger effect = lower value; activity change, negative = inhibition, % at 76.9 µM; 420,000 compounds, 0.13% hits; in the data active means activity change below about -50%; inconclusive means mostly about -30% to -49%;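 further: -100% = wells without enzyme as full effect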
#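 ADP-Glo luminescence measured ADP generated by PI4K2A enzyme (4 ug/mL before mixing) with 1.2 mM PI substrate (pre-mix) and 300 microM ATP (pre-mix). Tris pH7.5 buffer with MgCl2, Triton X-100; 1 h reaction at ambient temperature.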
# POLH inh – inhibitors of human DNA polymerase eta; Q9Y253; recombinant Pol eta, fluorescent DNA replication assay; Potency, µM (doses to about 114 µM), without a hit: top-dose activity change, negative = inhibition, usual class: inhibitors; 390,000 compounds, 1.2% hits; AID 588591; further: potency means the concentration at half of the fitted maximal effect; on the % scale 0 is the no-effect control and ±100 the full control effect
#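 Fluorescent replication assay: 50 nM final substrate added after a 15 min room-temperature compound preincubation with 10 nM enzyme. Signal taken at 0 min and again at 10 min.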
# Pin1 inh – human Pin1 inhibition; Q13526; Potency, µM (series often up to 115 µM), for inactives: at the top dose activity, negative = inhibition, actives largely listed as inhibitors; Pin1 FP peptide displacement, HiFluor488, 10 min; 390,000 compounds, 0.009% hits; active means well fitted inhibition curve with a large enough effect in the polarisation, with a control signal flat, not every such curve was filed as active; inconclusive means small, poorly fitted or top-dose-only effect, or effect the other way, or a change in a side signal; inactive means no such curve, though single readings can be large or run the other way; the % refers to the polarisation; further: potency means the concentration at half of the fitted maximal effect; on the % scale 0 is the no-effect control and ±100 the full control effect
# JMJD2A Tudor inh – inhibitors of human JMJD2A Tudor domain. O75164. AlphaScreen JMJD2A-Tudor / H3K4me3 peptide binding. Potency, µM (highest dose often 114 µM), inactives show at the highest dose activity change, negative = inhibition, usual class: inhibitors. 390,000 compounds, 4.4% hits; further: potency means the concentration at half of the fitted maximal effect; on the % scale 0 is the no-effect control and ±100 the full control effect; nearly all actives have a fitted effect of over 50% in size
# Target sequence (O75164 whole entry, looked up, the tested form may be a part): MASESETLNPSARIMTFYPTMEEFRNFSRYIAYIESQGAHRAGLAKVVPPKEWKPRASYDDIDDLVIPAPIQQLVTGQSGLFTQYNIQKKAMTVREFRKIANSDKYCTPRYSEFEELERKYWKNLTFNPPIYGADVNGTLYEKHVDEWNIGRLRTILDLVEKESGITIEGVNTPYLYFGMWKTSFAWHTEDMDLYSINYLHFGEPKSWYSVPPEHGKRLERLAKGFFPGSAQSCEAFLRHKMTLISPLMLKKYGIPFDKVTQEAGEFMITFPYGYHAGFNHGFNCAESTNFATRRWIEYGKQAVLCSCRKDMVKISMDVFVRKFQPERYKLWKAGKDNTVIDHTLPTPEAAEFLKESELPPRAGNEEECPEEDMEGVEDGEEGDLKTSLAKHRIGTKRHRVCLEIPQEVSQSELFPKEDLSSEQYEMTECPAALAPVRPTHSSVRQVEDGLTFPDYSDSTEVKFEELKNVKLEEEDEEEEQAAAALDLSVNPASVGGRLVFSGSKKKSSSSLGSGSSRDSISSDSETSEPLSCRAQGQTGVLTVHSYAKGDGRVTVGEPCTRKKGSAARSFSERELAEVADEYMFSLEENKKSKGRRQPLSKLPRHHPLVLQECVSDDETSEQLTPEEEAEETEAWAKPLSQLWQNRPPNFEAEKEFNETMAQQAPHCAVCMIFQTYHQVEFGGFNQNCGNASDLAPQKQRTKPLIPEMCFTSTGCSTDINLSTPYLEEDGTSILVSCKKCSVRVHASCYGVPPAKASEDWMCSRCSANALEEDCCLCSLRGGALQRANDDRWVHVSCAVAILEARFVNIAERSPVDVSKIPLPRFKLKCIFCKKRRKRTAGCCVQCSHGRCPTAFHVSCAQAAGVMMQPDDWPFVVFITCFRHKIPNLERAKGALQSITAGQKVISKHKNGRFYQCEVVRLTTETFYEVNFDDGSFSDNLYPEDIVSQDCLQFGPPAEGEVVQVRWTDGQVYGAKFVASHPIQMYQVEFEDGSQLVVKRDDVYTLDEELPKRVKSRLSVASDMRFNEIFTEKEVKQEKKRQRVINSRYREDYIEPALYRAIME
# * marks the source's active call; other numbers are inactive results; i = inactive; ? = inconclusive; . = no result given; & = joins results of further samples; [ ] = dose if it differs, or a comment. Unless noted, the call rests on the fitted dose curve; in most records, active means well fitted curve in the direction sought with a large enough effect; inconclusive means small, poorly fitted or top-dose-only effect, or another doubt; inactive means no such curve, though single readings can be large; an effect the other way counts as inactive or inconclusive.
1: O=C1NC(Cc2ccccc2)c2nc3ccc(Cl)cc3c(=O)n2-c2cc3ccccc3cc21 (stereo not given)
2: CCc1nnc(NC(=O)c2ccc(-c3ccc(F)cc3)o2)s1
3: Cc1ccc(S(=O)(=O)N(C)C)cc1NC(=S)N1CCc2ccccc21
4: CC(C)c1nc(SCC(=O)NCC2CCCO2)c2c(=O)n(C)c(=O)n(C)c2n1 (stereo not given)
5: COC(=O)c1ccc(NC(=O)CSc2nnc(-c3ccccc3)n2C)cc1
6: O=C1CCC[C@@H]2C[C@@]3(C[C@@H]4CCN1[C@H]24)Nc1cc(Cl)c(Cl)cc1NC3=NCc1ccccc1
7: CCN(Cc1ccccc1)S(=O)(=O)c1cc(C(=O)Nc2cc(Cl)cc(Cl)c2)ccc1F
8: O=[N+]([O-])c1cnn(-c2nc(-c3cccs3)cc(C(F)(F)F)n2)c1

Compound	1	2	3	4	5	6	7	8
Tb PGK inh	3%	0%	-10%	-2%	-2%	0%	i	-3%
GLS inhibitor	10%	0%	11%	3%	-4%	-12%	-9%	0%
HP1b binding inh	.	6%	44%[activator]	33%	-8%	-19%	19%	37%
G9a inh	.	?	-46%	103%[activator]	7%[59 µM]	.	12%[59 µM]	-2%
BAZ2B block	.	-14%	-23%	0%	1%	.	2%	-2%
PI4K2A inh	-7	17	1	4	-6	-4	2	7
POLH inh	-19%	-5%	-17%	-12%	-15%	-20%	-3%	-18%
Pin1 inh	.	-4%	5%	-10%	-10%	-4%	0%	-4%
JMJD2A Tudor inh	.	-20%	-27%	-12%	8%[11.4 µM]	?	-17%	-17%

9: CC1CCCN(c2oc(-c3cccc4ccccc34)nc2C#N)C1 (stereo not given)
10: Cn1nc(C(C)(C)C)cc1NC(=O)Nc1cc(Cl)cc(Cl)c1
11: CC(Nc1nc(-c2ccc(F)cc2)cs1)c1nc2cc(Cl)c(N3CCCCC3)cc2n1CCCO (stereo not given)
12: CCCN1CCN(CCCNC(=O)c2ccc3c(c2)sc2nc(-c4ccc(C)cc4)cn23)CC1
13: COCCCNC(=O)c1ccc(NS(C)(=O)=O)cc1
14: O=C1c2cc3ccccc3c(-c3ccccc3)c2C(=O)N1c1ccccn1
15: COc1ccc(NC(=O)CN(c2cccc(F)c2)S(C)(=O)=O)cc1OC
16: COc1ccc(-c2cc(C(=O)NC3CCCC3)no2)cc1OC

Compound	9	10	11	12	13	14	15	16
Tb PGK inh	i	-14%	i	1%	12%	0%	-5%[11.5 µM]	i
GLS inhibitor	-5%	-4%	6%	4%	16%	-14%	-3%	-7%
HP1b binding inh	-4%	45%[activator]	13%	36%	33%	25%	22%	27%
G9a inh	-50%	.	.	4%[59 µM]	8%[59 µM]	-35%[59 µM]	23%[59 µM]	-27%
BAZ2B block	-31%	-10%	.	-2%	0%	-2%	2%	1%
PI4K2A inh	4	-2	-4	-4	-11	4	-6	4
POLH inh	-4%	-19%	-1%	-14%	-11%	-11%	-5%	-9%
Pin1 inh	-9%	0%	3%	-3%	1%	0%	-7%	-14%
JMJD2A Tudor inh	4%	4%	?	-2%	-11%	-1%	-11%	-2%

# Entries by screen from above.
# PI4K2A inh for nos. 9 to 16: 4, -2, -4, -4, -11, 4, -6, 4
# HP1b binding inh for nos. 9 to 16: -4%, 45%[activator], 13%, 36%, 33%, 25%, 22%, 27%
# G9a inh for nos. 9 to 16: -50%, ., ., 4%[59 µM], 8%[59 µM], -35%[59 µM], 23%[59 µM], -27%

# More structures follow:
17: Nc1c(C(=O)NCc2ccc(Cl)cc2)sc2nc3c(c(C(F)(F)F)c12)CCC3
18: CN(C)c1ccc(C=C2SC(=S)NC2=O)cc1
19: CC(C)(C)C(=O)N1CCN(c2ccc(NC(=O)c3ccco3)cc2)CC1
20: CCn1c2ccccc2c2cc(C#N)c(N)nc21
21: CN(CCC#N)CC(=O)Nc1ccc(S(N)(=O)=O)cc1
22: O=C(CC(=O)N/N=C\c1ccc(F)cc1)NCCc1ccccc1
23: Cc1ccc2c(=O)cc(C(=O)Nc3ccc(S(=O)(=O)N(C)c4ccccc4)cc3)oc2c1C
24: O=C(CCN1CCN(S(=O)(=O)c2ccc(Br)cc2)CC1)Nc1ccccc1F

Compound	17	18	19	20	21	22	23	24
Tb PGK inh	-8%	-14%	7%	-13%	-8%	10%	i	-2%
GLS inhibitor	1%	1%	41%[activator]	1%	1%	2%	-18%	17%
HP1b binding inh	72%[activator]	-10%[57 µM]	0%	19%	36%	29%	0%	51%[activator]
G9a inh	45µM*	.	5%	.	-20%	3%[0.501 µM]	0%[59 µM]	?
BAZ2B block	4%	.	-14%	.	-8%	6%	-5%	10%
PI4K2A inh	0	1	-2	10	-9	-24	2	2
POLH inh	-8%	?	-6%	-3%	-5%	-5%	-6%	-4%
Pin1 inh	0%	?	0%	19%	8%	-2%	-8%	8%
JMJD2A Tudor inh	21%	?	-8%	-15%	-3%[11.4 µM]	5%	-12%	2%

# Shown with two lines to a compound: part of the list above.
# Fields: Tb PGK inh	GLS inhibitor	HP1b binding inh	G9a inh	BAZ2B block	PI4K2A inh	POLH inh	Pin1 inh	JMJD2A Tudor inh
[7] CCN(Cc1ccccc1)S(=O)(=O)c1cc(C(=O)Nc2cc(Cl)cc(Cl)c2)ccc1F
 : i	-9%	19%	12%[59 µM]	2%	2	-3%	0%	-17%
[24] O=C(CCN1CCN(S(=O)(=O)c2ccc(Br)cc2)CC1)Nc1ccccc1F
 : -2%	17%	51%[activator]	?	10%	2	-4%	8%	2%
[22] O=C(CC(=O)N/N=C\c1ccc(F)cc1)NCCc1ccccc1
 : 10%	2%	29%	3%[0.501 µM]	6%	-24	-5%	-2%	5%
[13] COCCCNC(=O)c1ccc(NS(C)(=O)=O)cc1
 : 12%	16%	33%	8%[59 µM]	0%	-11	-11%	1%	-11%

# Other results follow.
25: CCn1c(SCC(=O)OC)nnc1C1CCCCC1
26: COc1ccc(C)cc1-n1nnnc1SCC(=O)c1cc(C)n(Cc2ccco2)c1C
27: COc1cc(CNCCc2ccc(S(N)(=O)=O)cc2)ccc1OCC(=O)NC(C)(C)C
28: COc1cccc(N(CC(=O)N2CCc3ccccc3C2)S(C)(=O)=O)c1
29: Cc1cccc2cc(C(c3nnnn3CC3CCCO3)N3CCCc4ccccc43)c(=O)[nH]c12 (stereo not given)
30: CC1Cc2ccccc2N1C(=O)CN(C)CC(=O)Nc1ccc(OC(F)(F)F)cc1 (stereo not given)
31: COC(=O)N/N=C/c1cn(Cc2ccccc2F)c2ccccc12
32: COC(=O)c1ccc(NC(=O)CCOc2ccccc2)cc1

Compound	25	26	27	28	29	30	31	32
Tb PGK inh	i	i	0%	i	-3%	i	2%	2%&2%
GLS inhibitor	0%	-11%	10%	0%	0%	1%	4%	-4%&-8%
HP1b binding inh	33%[activator]	46%[activator]	27%	22%	6%	55%[activator]	11%	40%&39%[activator]
G9a inh	-8%	?	3%[59 µM]	-30%[59 µM]	?	5%[2.33 µM]	-4%[12.7 µM]	-2%
BAZ2B block	-1%	?	12%	-3%	.	-6%	?	-2%&2%
PI4K2A inh	-6	-7	0	-4	1	1	0	-3&-4
POLH inh	6%	-10%	-8%	12%	-13%	-15%	-25%	-8%&12%
Pin1 inh	-10%	24%	-6%	-7%	29%	?	2%	-4%&1%
JMJD2A Tudor inh	-9%	?	-6%	6%	-36%	-3%	-23%	-9%&-17%

33: COc1cc(/C=N/NC(=O)c2cccnc2)ccc1OS(=O)(=O)c1ccc(F)cc1
34: CCC(C)NC(=O)Cn1c(=O)n(CCCC(=O)NCc2ccc(C)cc2)c(=O)c2ccccc21 (stereo not given)
35: CCOC(=O)c1c(N)sc(=S)c2c1CCC2
36: COC(=O)C(CCC(C(=O)OC)N1C(=O)c2ccccc2C1=O)N1C(=O)c2ccccc2C1=O (stereo not given)
37: CC1=C(C(=O)N2CCOCC2)CC(CC(=O)NC2CCCC2)C(=O)N1Cc1ccc(F)cc1 (stereo not given)
38: CCCc1cc(=O)[nH]c(SCC(=O)Nc2c(C)cccc2C)n1
39: CCOC(=O)C1CCCN(C(=O)c2cc(-c3ccccc3)nc3ccccc23)C1 (stereo not given)
40: CCc1nc(SCC(=O)NCCc2ccccc2)n[nH]1
41: CCN(CC)C(=O)C1=C(C)N(CCCOC)C(=O)C(CC(=O)NC2CC2)C1 (stereo not given)
42: N#Cc1ccccc1NC(=O)CSc1n[nH]c(=O)n1C1CC1

Compound	33	34	35	36	37	38	39	40	41	42
Tb PGK inh	2%	-7%	-7%	1%	i	-2%	-7%	-4%	0%	-15%
GLS inhibitor	5%	8%	19%	-1%	-2%	-1%	0%	1%	-10%	-3%
HP1b binding inh	29%	22%	?	35%	.	15%	7%	22%	.	22%
G9a inh	3%	3%[59 µM]	?	.	.	2%	24%[59 µM]	3%[12.7 µM]	.	.
BAZ2B block	8%	0%	45µM*	.	.	5%	-9%	-3%	.	.
PI4K2A inh	5	3	-20	3	-1	-6	0	7	6	5
POLH inh	-13%	-12%	?	?	-1%	-2%	-17%	-8%	-11%	-1%
Pin1 inh	0%	-2%	?	-2%	.	-9%	2%	0%	.	-1%
JMJD2A Tudor inh	-19%	7%	?	-20%	.	-12%	-16%	-1%	.	-10%

# From PubChem BioAssay

# Some of the compounds tested, so the mix of outcomes need not match the whole.
